SRC1 inh = inhibits human SRC1 coactivator; Q15788; HEK293 GAL4-SRC1 luciferase reporter, luminescence; inhibition, % at 3.6 µM; hit rate 0.12% among 360,000; AID 588354;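 active = inhibition above the campaign mean plus 3 SD, with each screening campaign given its own cutoff, cut at about 60% in these data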;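 note: 0% = DMSO treated cells and 100% = gossypol at 36 µM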
MC4R antag cAMP = human MC4R antagonism in cAMP assay | P32245 | MC4R-expressing cells, MTII-stimulated cAMP, LANCE TR-FRET | inhibition, % at 6.5 µM | hit rate 0.48% among 360,000 | AID 540295;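 active = inhibition above its plate's cutoff, the mean of tested wells on that plate plus 3 SD, cut at about 29% in these data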;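 note: 0% = Melanotan II alone and 100% = Melanotan II plus saturating MCL0020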
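System: U2OS cells stably expressing human melanocortin 4 receptor (MC4R). Reagent: Melanotan II challenge after compound preincubation. Doses: 6.5 µM. Times: 30-min compound, 1-h challenge, 1-h detection, room temperature. Measured by: TR-FRET with Eu-cAMP and labeled anti-cAMP, 671 nm. Replicates: singlicate.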
LMP1 NFkB inh = reduces LMP1-driven NF-kappaB luciferase signal | LMP1-induced NF-kappaB luciferase reporter cells, luminescence | inhibition, % at 12.5 µM | hit rate 0.69% among 350,000 | AID 504558; in the data active = inhibition above about 41%;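 note: 0% = neutral control wells and 100% = reference inhibitor control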
TLR9-MyD88 inh = blocks human TLR9 binding to MyD88 | hit rate 0.21% among 340,000 | AID 504734 | CHO BLA complementation TLR9-MyD88, CCF4 FRET ratio | Q9NR96+Q99836 | inhibition, % at 4.98 µM;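 active = inhibition above the mean over all tested compounds plus 3 SD, cut at about 21% in these data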;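 note: 0% = DMSO only wells and 100% = clavulanate BLA inhibitor control wells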
NCOA3 inh = inhibits human SRC3 coactivator. hit rate 0.17% among 360,000. Q9Y6Q9. inhibition, % at 3.6 µM. AID 588352. HEK293 GAL4-SRC3 luciferase reporter, luminescence;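 active = inhibition above a per-campaign cutoff, the mean of all compounds plus 3 SD, cut at about 60% in these data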;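 note: 0% = DMSO-treated cells and 100% = gossypol-treated cells at 36 µM; higher means less SRC3-driven luciferase light from the GAL4 reporter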
ABHD5 PLIN5 PPI = inhibitors of human ABHD5-perilipin-5 interaction; Q00G26+Q8WTS1; Split G. princeps luciferase complementation, luminescence, 4 h; inhibition, % at 4 µM; hit rate 0.78% among 360,000; AID 602281;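 active = inhibition above the mean inhibition across every tested compound plus 3 SD, cut at about 22% in these data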;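 note: 0% = DMSO only wells and the 100% control is not disclosed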
Target sequence (Q00G26 whole entry, looked up): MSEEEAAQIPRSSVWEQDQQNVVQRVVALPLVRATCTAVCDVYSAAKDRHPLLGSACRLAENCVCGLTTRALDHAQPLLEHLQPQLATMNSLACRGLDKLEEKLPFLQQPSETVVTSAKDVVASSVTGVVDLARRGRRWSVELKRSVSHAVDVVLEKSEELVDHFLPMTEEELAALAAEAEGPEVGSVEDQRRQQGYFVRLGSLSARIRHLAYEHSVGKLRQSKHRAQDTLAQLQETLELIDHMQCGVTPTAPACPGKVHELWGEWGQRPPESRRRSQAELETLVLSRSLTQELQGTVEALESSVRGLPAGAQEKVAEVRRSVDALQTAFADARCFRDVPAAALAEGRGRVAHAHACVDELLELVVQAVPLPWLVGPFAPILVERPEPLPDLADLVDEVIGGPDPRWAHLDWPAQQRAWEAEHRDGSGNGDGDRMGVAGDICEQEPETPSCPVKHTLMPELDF
Target sequence (Q8WTS1 whole entry, looked up): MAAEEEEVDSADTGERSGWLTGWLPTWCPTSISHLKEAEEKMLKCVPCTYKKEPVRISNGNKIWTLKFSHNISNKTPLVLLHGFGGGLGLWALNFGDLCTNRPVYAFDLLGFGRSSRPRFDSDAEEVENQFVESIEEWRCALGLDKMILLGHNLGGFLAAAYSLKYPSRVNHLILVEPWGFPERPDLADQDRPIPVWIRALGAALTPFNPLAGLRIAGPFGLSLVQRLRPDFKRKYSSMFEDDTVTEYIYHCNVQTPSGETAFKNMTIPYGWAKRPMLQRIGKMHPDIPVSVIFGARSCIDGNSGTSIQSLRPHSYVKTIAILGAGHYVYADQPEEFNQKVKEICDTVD
COUP-TFII inh = blocks human COUP-TFII nuclear receptor; HEK293T NGFI-A luciferase reporter, luminescence; hit rate 0.7% among 370,000; P24468; inhibition, % at 8.6 µM;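 active = inhibition above a per-plate cutoff, mean inhibition of test wells between control levels plus 3 SD, cut at about 38% in these data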;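 note: cells cotransfected with COUP-TFII expression vector driving the NGFI-A reporter; 0% = median of COUP-TF2 test wells and 100% = reporter-only cells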
LRH-1 inv ag = inverse agonists of human LRH-1 (NR5A2); HEK293T StAR-luciferase reporter, LRH-1 transfected, 24 h; AID 602396; hit rate 0.13% among 360,000; inhibition, % at 3.6 µM; O00482;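 active = inhibition above the mean inhibition of all tested compounds plus 3 SD, cut at about 73% in these data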;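 note: 0% = DMSO wells and 100% = reporter-only cells lacking LRH-1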
NCOA2 inhibitor = human SRC2 (NCOA2) inhibition; HEK293 GAL4-SRC2 luciferase reporter, luminescence; inhibition, % at 9 µM; hit rate 0.17% among 370,000; Q15596;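 active = inhibition above the mean inhibition of all tested compounds plus 3 SD, set per campaign, cut at about 52% in these data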;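 note: 0% = DMSO treated cells and 100% = cells given Gossypol at 36 µM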
NOD2-RIPK2 inh = inhibitors of human NOD2-RIPK2 interaction; O43353; CHO BLA complementation NOD2-RIPK2, CCF4 ratio; inhibition, % at 4.98 µM; hit rate 0.38% among 360,000; AID 624267; in the data active = inhibition above about 21%;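 note: 0% = vehicle only and 100% = reference blocker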
MC4R barr agon = agonists of human melanocortin 4 receptor (MC4R) beta-arrestin; P32245; U2OS MC4R beta-arrestin complementation, luminescence; percent of melanotan II response, DMSO zero; activation, % at 8.9 µM; hit rate 0.98% among 360,000;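 active = activation above a per-plate cutoff, the mean activation of sample wells on that plate plus 3 SD, cut at about 8% in these data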
* = called active by the depositor; . = not tested or not shown.

structure | SRC1 inh | MC4R antag cAMP | LMP1 NFkB inh | TLR9-MyD88 inh | NCOA3 inh | ABHD5 PLIN5 PPI | COUP-TFII inh | LRH-1 inv ag | NCOA2 inhibitor | NOD2-RIPK2 inh | MC4R barr agon
O=C(CSc1ccc(-c2cccnc2)nn1)N1CCCCC1 | -40 | -5 | 7 | 11 | 6 | 2 | -1 | 15 | 9 | 4 | -0.5
CCOC(=O)C(C(=O)OCC)C(c1ccccc1)N1CCN(c2ccccc2)CC1 (configuration not stated) | 6 | 6 | 10 | -1 | 13 | 10 | -2 | -4 | -8 | -7 | -1.6
CN(C)c1ccc(/C=C2\CCCCC2=O)cc1 | -107 | -1 | -12 | 3 | -111 | -3 | -41 | -196 | -22 | -2 | -3.2
COc1ccc(C(C(=O)NCc2ccccc2)N(Cc2ccco2)C(=O)c2snc(C(N)=O)c2N)cc1OC (configuration not stated) | -20 | 6 | 5 | -7 | 0 | 8 | 1 | 11 | 6 | -2 | -0.1
CCCOc1ccc(C(=O)Nc2ccc(N3CCN(C(=O)c4ccco4)CC3)cc2)cc1 | 3 | 1 | 31 | 7 | -14 | 12 | -2 | -2 | -34 | -1 | 2.2
CC1(C)CC(=O)C(C2c3ccccc3Oc3ccccc32)C(=O)C1 | -24 | -6 | 4 | 3 | 17 | 1 | 6 | 19 | -1 | 5 | -0.5
COCc1cc(C)nc(OCC(=O)N/N=C/c2ccccc2O)c1C#N | 2 | 3 | -22 | -5 | 20 | 2 | 19 | -3 | -19 | -1 | -1.6
CC(=O)c1c(C)[nH]c(C(=O)OCC(=O)N(CC(C)C)C2CCS(=O)(=O)C2)c1C (configuration not stated) | -11 | 9 | -7 | -9 | 8 | -7 | -7 | -7 | -19 | 8 | 0.1
CCC/C(O)=C1\C(=O)CC(C)(C)CC1=Nc1ccc(OC)cc1OC | -9 | -13 | 7 | -3 | 26 | -1 | 0 | 26 | 15 | 3 | -0.7
CN(C)CCNC(=O)c1c(CSc2ccc(Cl)cc2)noc1C(=O)NCc1ccccc1 | 1 | 15 | -11 | -9 | 2 | -1 | 6 | -11 | -8 | 5 | -1.9
C=CC[C@H](CC(=O)NCCO)C(=O)N[C@@H](C)COC(=O)[C@@H](CC=C)CC(=O)OC(C)(C)C | 0 | -3 | 11 | -7 | 12 | -5 | -22 | -4 | 15 | -5 | -1.8
COC(=O)CSc1nnc(C)c(=O)[nH]1 | 5 | -2 | 1 | 6 | -7 | 0 | 12 | 2 | -33 | -3 | -0.6
O=C(O)CSc1ccc2ccccc2n1 | 5 | 18 | -2 | -4 | -20 | 9 | 0 | 13 | 12 | 6 | 0.7
Cc1cc(C)c[n+](C[n+]2cc(C)cc(C)c2)c1 | -2 | 6 | 3 | -9 | 2 | -1 | -19 | -14 | -7 | -10 | 0.4
O=C(C1CCN(S(=O)(=O)c2cccs2)CC1)N1CCCCCC1 | 6 | 1 | -6 | -6 | 15 | -2 | -11 | 12 | -12 | -4 | -1.4
COc1ccc(OCC(=O)N2CCN(c3cccc(Cl)c3)CC2)cc1 | -16 | 6 | 2 | 4 | -11 | 2 | 17 | -5 | -9 | -9 | -1.0
CCc1ccccc1-n1c(SCC(=O)NC)nnc1-c1cccnc1 | -18 | 10 | 6 | -3 | 5 | -1 | 4 | -8 | 0 | -1 | -0.8
CC(C)(C)c1ccc(C(=O)N2CCC2(C)C(=O)NS(=O)(=O)c2ccc(C#N)cc2)cc1 (configuration not stated) | 1 | 4 | . | . | -3 | -5 | -20 | -5 | -7 | 0 | 0.1
Cc1nc2ccccn2c1C(=O)NN=C1C2CC3CC(C2)CC1C3 | -8 | 25 | -2 | -16 | -7 | 1 | -30 | -12 | -23 | -11 | -0.5
Cc1ccc(S(=O)(=O)Nc2nsc(N)n2)cc1 | -26 | -1 | 9 | -1 | -1 | 22 | -4 | 11 | -4 | 5 | -0.9
O=[N+]([O-])c1ccc(CNc2ccc(Cl)cc2)s1 | -9 | -6 | -2 | -11 | -14 | 4 | 3 | 31 | 12 | 7 | -1.5
COc1ccc(C(=O)/C=C(\N)C(F)(F)F)c(O)c1 | 7 | 6 | 1 | -10 | -27 | -11 | -3 | 3 | 11 | -9 | 5.2
Cn1/c(=N\NC(=O)C2CCCCC2)sc2ccccc21 | -17 | 2 | -6 | -4 | -23 | 3 | 9 | 1 | 0 | -5 | 0.8
O=C(N[C@@H](Cc1ccccc1)C(=O)N1CCC2(CC1)NCCc1[nH]cnc12)c1cccc(Br)c1 | -2 | 0 | -9 | 6 | 1 | -4 | -15 | 12 | 8 | 5 | -2.0
CCCCn1c(SCC(=O)N2CCOCC2)nc2c1c(=O)n(C)c(=O)n2C | 2 | 5 | 0 | -7 | -14 | -6 | 1 | 9 | 3 | -1 | 0.9
O=C(CCN1C(=O)C2C3C=CC(C3)C2C1=O)Nc1c(F)cccc1F (configuration not stated) | -7 | -7 | -3 | -2 | 7 | 3 | 9 | -9 | 4 | -8 | 0.8
N#CCCN1CCN(C(=O)c2c(N)no[n+]2[O-])CC1 | 1 | 11 | -6 | 3 | -3 | -4 | -6 | 13 | -16 | 8 | -1.8
Cc1ccc(S(=O)(=O)N2CCN(C(=O)COC(=O)/C=C/c3cccc([N+](=O)[O-])c3)CC2)c(C)c1 | -12 | -1 | 0 | -3 | -6 | -7 | 2 | 3 | 14 | -3 | -2.5
Cc1ccc(C2(c3ccc(C)cc3)NC(=O)N(CC(=O)NCCCN3CCCC3=O)C2=O)cc1 | 9 | 22 | 5 | 7 | 7 | 3 | -12 | -7 | 6 | 7 | -0.4
CCCCNC(=O)c1cn(C)c2ccc(S(=O)(=O)N3CCCC3)cc2c1=O | -6 | 2 | -5 | -3 | 5 | 5 | 2 | 11 | -8 | -6 | -1.1
Cc1cccc(/C=C/c2onc(C)c2S(=O)(=O)N2CCC(C(=O)NC(C)C)CC2)c1 | -7 | -3 | -4 | -2 | 7 | -1 | 7 | 5 | -5 | 4 | -0.1
O=c1c(-c2ccc3c(c2)OCCO3)coc2cc(O)cc(O)c12 | -108 | -8 | -37 | -9 | -111 | 4 | -45 | -131 | -62 | 7 | -0.4
CCCc1cc(=O)[nH]c(SCC(=O)N2CCC(C(=O)OCC)CC2)n1 | -15 | 4 | 1 | 4 | 24 | -1 | -3 | 0 | -7 | -7 | -2.6
COC(=O)[C@@H](N)Cc1ccc(O)c(O)c1 | -15 | -10 | 4 | 7 | -11 | 4 | 8 | 27 | -3 | -7 | 0.8
COc1cc(C(=O)OCC(=O)NCCN2C(=O)CSC2=O)ccc1OCc1c(C)noc1C | 6 | 8 | -4 | -14 | 10 | -8 | -1 | 2 | 4 | 9 | 2.1
CCOC(=O)N1CCN(S(=O)(=O)c2ccc(Br)s2)CC1 | -18 | 8 | -14 | -1 | 7 | 2 | 2 | -12 | -6 | 1 | 0.6
CC(=O)c1ccc(S(=O)(=O)N(C)CC(=O)NCc2ccco2)cc1 | -18 | 14 | 25 | -5 | -31 | 2 | 0 | -26 | -19 | -6 | -2.6
C[C@@H](OC(=O)N(C)Cc1ccccc1)[C@H]1O[C@]2(C)CCCC[C@H]1O2 | -19 | 2 | -5 | 2 | 19 | -4 | -11 | 1 | -2 | 11 | 0.3
CCOC(=O)c1c2c(n(C)c1C)C(=O)C(=O)c1ccc(Br)cc1-2 | -4 | -2 | 77* | 8 | -7 | -19 | 10 | 19 | 2 | 4 | -1.1
NC(=O)c1sc(=S)n2c1[nH]c(=O)c1sccc12 | 1 | -6 | -8 | 2 | 0 | -3 | -10 | 24 | -3 | -5 | -1.2
CCOc1ccc(S(=O)(=O)N2CCCC(C(=O)N3CCN(c4ccccc4)CC3)C2)cc1 (configuration not stated) | 1 | 7 | 2 | -3 | 13 | 2 | 25 | -2 | 7 | -2 | -2.7
Cc1nccn1CC(O)COc1ccc([N+](=O)[O-])cc1 (configuration not stated) | 3 | 13 | 2 | 0 | -11 | -2 | -4 | -7 | 8 | -7 | -1.8
COc1cccc2c1Oc1ncccc1N(C(=O)CCC(=O)NCc1ccc(F)cc1)C2 | -13 | -4 | 2 | 3 | -10 | 0 | 15 | -5 | 0 | -5 | 1.9
CCC(C)(C)n1nnnc1CN(Cc1cc2cc(OC)c(OC)cc2[nH]c1=O)C1CCCC1 | -1 | 0 | 8 | -2 | -12 | 2 | -16 | 8 | -23 | 3 | -2.2
C=CCc1cccc(CNc2ccc(S(=O)(=O)Nc3nccnc3OC)cc2)c1O | 14 | 0 | -2 | 0 | 5 | 4 | -5 | 24 | -40 | -6 | 0.0
O=C(CNc1cc(S(=O)(=O)N2CCOCC2)ccc1N1CCCC1)NCc1ccco1 | -9 | 4 | -11 | 3 | 6 | -2 | -9 | 9 | 3 | 3 | -1.2
COc1ccc2c(c1OC)C(CC(C)=O)N1CCc3cc4c(cc3C1C2=O)OCO4 (configuration not stated) | -7 | 6 | . | . | -56 | -5 | 0 | -1 | 8 | 1 | -2.0
O=C(CSc1nnc2sc3ccccc3n12)NCc1ccco1 | -5 | 2 | -14 | 12 | 4 | 0 | -2 | -9 | -14 | -6 | -0.1
C=CCn1c(COc2ccccc2-c2ccccc2)nnc1SCC(=O)NC(=O)NCc1ccco1 | 4 | 7 | -2 | 0 | -3 | -7 | 0 | -9 | 18 | -2 | 2.1
CN(CCc1ccccc1)C(=O)c1ccc(NC(=O)Cc2ccc(NC(=O)C3CCCN(C(=O)CCc4ccccc4)C3)cc2)cc1 (configuration not stated) | 20 | 19 | 30 | -25 | 32 | 0 | 73* | 54 | 21 | -7 | -0.3
CCCCC(=O)Nc1ccccc1N1CCN(c2ccccc2)CC1 | -9 | -4 | -2 | 6 | 10 | 2 | 4 | 16 | 10 | -11 | -3.0
Oc1ccccc1-c1cc(-c2ccccc2)no1 | -115 | 3 | -66 | -2 | -82 | -3 | -32 | -126 | -46 | 2 | 3.0

Looked up by structure from the entries so far:
structure | SRC1 inh | MC4R antag cAMP | LMP1 NFkB inh | TLR9-MyD88 inh | NCOA3 inh | ABHD5 PLIN5 PPI | COUP-TFII inh | LRH-1 inv ag | NCOA2 inhibitor | NOD2-RIPK2 inh | MC4R barr agon
O=C(CSc1nnc2sc3ccccc3n12)NCc1ccco1 | -5 | 2 | -14 | 12 | 4 | 0 | -2 | -9 | -14 | -6 | -0.1
COC(=O)[C@@H](N)Cc1ccc(O)c(O)c1 | -15 | -10 | 4 | 7 | -11 | 4 | 8 | 27 | -3 | -7 | 0.8

Only part of the results is shown; count on the stated rates, not on these rows.
